PKA-R2B act: activators of human PKA-R2B complex; 0.079% of 340,000 active; activation, % at 11.4 µM; P22694+P31323; PKA-R2B holoenzyme dissociation, Cy5-IP20 fluorescence polarization; R2B truncated from residue 108, S112A mutant; 0% DMSO only, 100% 113 µM cGMP; AID 504700;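 active = activation above a cutoff set at the mean over all compounds plus 3 SD, cut at about 18% in these data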;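 note: higher means more holoenzyme dissociation and a rise in polarization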
AddAB inh: less growth of phage-infected E. coli with AddAB; AID 435030; E. coli expressing H. pylori AddAB, absorbance growth; inhibition, % at 11.9 µM; 0.29% of 330,000 active; in the data active = inhibition above about 12%;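 note: 0% = vehicle wells of infected cells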
E coli growth: bacterial growth inhibition, counter-screen for AddAB inhibitors; 0.27% of 330,000 active; inhibition, % at 11.9 µM; E. coli V3065 growth, OD600 absorbance, 18 h;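 active = inhibition above the campaign's mean inhibition across all tested compounds plus 3 SD, cut at about 9.9% in these data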;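 note: uninfected addAB+ strain grown without phage in ampicillin broth; 0% = DMSO wells and 100% = ciprofloxacin 0.95 µg/ml wells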
HTR5A inv ctr: inverse agonist of human HTR5A in OPRM1-OPRD1 counter-screen | AID 504634 | HTR5A cell line, luminescence, inverse agonism | inhibition, % at 9.3 µM | P47898 | 0.083% of 340,000 active; in the data active = inhibition mostly above about 23%, no sharp cut-off; inactive = mostly below about 18%;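 note: 0% = cells with DMSO and 100% = no-cell wells with DMSO; some compounds called inactive have numbers as strong as hits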
Target sequence (P47898 whole entry, looked up): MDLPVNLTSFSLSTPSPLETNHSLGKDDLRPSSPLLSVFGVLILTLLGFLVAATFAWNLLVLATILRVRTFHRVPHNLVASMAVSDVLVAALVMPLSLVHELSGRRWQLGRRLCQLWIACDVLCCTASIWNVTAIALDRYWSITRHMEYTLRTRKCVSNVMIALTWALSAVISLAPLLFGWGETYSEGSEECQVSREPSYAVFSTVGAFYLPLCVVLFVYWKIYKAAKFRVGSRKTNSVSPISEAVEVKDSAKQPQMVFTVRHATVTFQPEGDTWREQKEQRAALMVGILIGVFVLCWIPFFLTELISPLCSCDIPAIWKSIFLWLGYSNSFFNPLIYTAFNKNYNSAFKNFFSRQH
DAGLB inhibitor: blocks human DAGLB lipase activity | Q8NCG7 | HEK293T DAGLB membrane lysate, EnzChek fluorogenic substrate | inhibition, % at 5.17 µM | 0.059% of 340,000 active; in the data active = inhibition above about 34%;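 note: 0% = enzyme with vehicle and 100% = wells lacking enzyme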
Target sequence (Q8NCG7 whole entry, looked up): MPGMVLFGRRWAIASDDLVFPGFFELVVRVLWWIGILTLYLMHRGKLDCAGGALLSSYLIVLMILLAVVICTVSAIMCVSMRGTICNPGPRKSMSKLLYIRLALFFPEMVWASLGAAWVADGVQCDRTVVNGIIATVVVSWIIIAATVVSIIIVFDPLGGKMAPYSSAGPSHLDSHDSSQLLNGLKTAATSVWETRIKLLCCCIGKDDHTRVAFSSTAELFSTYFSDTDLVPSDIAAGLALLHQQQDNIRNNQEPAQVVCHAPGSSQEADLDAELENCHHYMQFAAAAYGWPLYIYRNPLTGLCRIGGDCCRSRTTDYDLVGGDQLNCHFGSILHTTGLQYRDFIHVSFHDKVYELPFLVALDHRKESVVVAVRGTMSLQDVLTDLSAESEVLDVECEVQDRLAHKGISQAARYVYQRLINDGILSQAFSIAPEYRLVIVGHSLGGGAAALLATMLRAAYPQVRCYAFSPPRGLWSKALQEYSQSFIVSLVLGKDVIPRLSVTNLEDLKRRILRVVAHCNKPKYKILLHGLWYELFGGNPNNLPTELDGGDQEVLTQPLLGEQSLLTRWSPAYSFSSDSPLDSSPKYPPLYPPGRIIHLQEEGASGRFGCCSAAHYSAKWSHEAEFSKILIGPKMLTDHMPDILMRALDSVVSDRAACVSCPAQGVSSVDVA
SUMO Mot1 rescue: SUMOylation pathway inhibition by Mot1-301 growth rescue; S. cerevisiae Mot1-301 growth rescue, ATP luminescence, 38.5C; percent above DMSO median, 100 means doubled; AID 2716; growth rescue, % at 18.8 µM; 1% of 320,000 active;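 active = every valid replicate shows activation above 250% relative to neutral control wells; inactive = the rest, any valid replicate at or below 250%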;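 note: OY570 slx delta 5 strain wells were the positive control but not used for scaling; some compounds called inactive have numbers as strong as hits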
phage Ecoli inh: E. coli growth loss with phage present; growth absorbance; inhibition, % at 11.9 µM; 0.26% of 360,000 active; AID 651602; in the data active = inhibition above about 11%
CDK5 p35 inh: CDK5/p35 (human) kinase inhibition. Q00535+Q15078. Recombinant CDK5/p35, ADP-Glo luminescence, 60 min. inhibition, % at 10 µM. 0.01% of 330,000 active. AID 488839;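 active = highest replicate inhibition of at least 50% and at least 75% of replicates reaching 50%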;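 note: plate controls were DMSO neutral control for no effect and GW8510 at 10 µM for full effect; many of its hits are not listed in these tables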
HTR5A ag ctr: counter-screen for OPRM1-OPRD1 agonists: human HTR5A agonism | P47898 | HTR5A agonist assay, luminescence, cell-based | activation, % at 9.3 µM | 0.61% of 340,000 active; in the data active = activation mostly above about 9.5%, no sharp cut-off; inactive = mostly below about 7.6%;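 note: 0% = cells with vehicle only and 100% = reference agonist; strong numbers were not always called active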
PKA-R1A act: PKA-R1A complex activation; P00514+P68181; PKA-R1A dissociation, Cy5-IP20 fluorescence polarization; scaled: DMSO 0%, 113 µM cGMP 100%; activation, % at 11.4 µM; 0.083% of 340,000 active; AID 504707;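 active = percent activation above the mean of all tested compounds plus 3 SD, cut at about 19% in these data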;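 note: higher means more PKAc released from R1A so a rise in polarization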
Tat transport: blocks Tat-dependent protein export in E. coli | inhibition, % at 10 µM | E. coli MC4100 TorA-mCherry Tat export, fluorescence | 0.036% of 340,000 active | AID 488895;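 active = mean replicate inhibition at least 50% and at least half of replicates individually reaching 50%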;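 note: exported cargo escapes ClpAP degradation while cytoplasmic cargo is degraded and loses fluorescence; 0% = median of neutral control wells and 100% = median of NaSCN control wells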
* hit, by the source's call; . = not tested or not shown.

SMILES	PKA-R2B act	AddAB inh	E coli growth	HTR5A inv ctr	DAGLB inhibitor	SUMO Mot1 rescue	phage Ecoli inh	CDK5 p35 inh	HTR5A ag ctr	PKA-R1A act	Tat transport
CCOc1ccc(/C=N/Nc2cc(C)nc(N3CCOCC3)n2)cc1	-4.9	0.6	1.6	-9.0	-0.5	13.4	1.5	0.6	1.8	-16.3	-7.1
COc1ccc(S(=O)(=O)N2CCCCC2)cc1NC(=O)COC(=O)c1ccco1	11.2	2.2	1.0	16.2	-1.2	102.4	0.0	-1.7	-6.7	-19.6	-2.3
COc1ccc(/C(O)=C2/C(=O)C(=O)N(c3ncccn3)C2c2ccc(F)cc2)cc1 (stereo not drawn)	-8.0	-2.5	-5.0	8.9	-0.6	-15.6	1.6	-4.1	-3.4	-2.5	-14.3
Cc1ccc(NC(=O)CSCc2cc(=O)n3cc(C)sc3n2)c(C)c1	4.3	3.0	0.8	3.1	2.3	-8.2	2.4	0.6	-2.1	-1.0	0.2
CNC(=O)COC(=O)C1CCN(S(=O)(=O)c2ccc3c(c2)OCCO3)CC1	-3.8	1.0	-3.5	-19.4	-0.3	-19.1	1.6	0.6	5.4	-6.9	-18.9
NC1=NC[C@@H](Cc2ccc(O)cc2)N1CC1CCCCC1	-5.1	2.5	-0.7	-9.1	-0.2	-6.2	3.3	0.2	5.8	-2.5	-8.7
CCOc1ccc(NC(=S)N2C3CCCC2CC(NC(=O)C2CC2)C3)cc1 (stereo not drawn)	2.2	3.5	1.0	-11.4	-0.2	-2.9	0.9	-1.3	4.3	2.6	1.4
CN(C(=O)C1CC1)C1CCS(=O)(=O)C1 (stereo not drawn)	-3.9	1.3	0.6	-3.3	-0.6	-6.3	0.2	-0.2	1.3	7.7	5.1
Cc1nc2cc(NC(=O)C3COc4ccccc4O3)ccc2s1 (stereo not drawn)	-4.4	-0.3	1.4	6.2	-0.1	70.6	1.9	1.7	-2.2	1.3	6.9
COc1ccc(C(=O)n2nc(-c3ccco3)nc2N)cc1OC	1.4	.	.	20.7	0.5	.	1.5	1.5	-0.1	-2.6	3.2
CC1CCCN(c2nc3c(c(=O)n(C)c(=O)n3C)n2CCSc2nc3ccccc3o2)C1 (stereo not drawn)	4.3	0.9	-2.3	-0.9	1.2	32.0	4.2	-6.3	3.6	-12.4	15.4
Cc1cc(/C=C2\NC(=S)NC2=O)c(C)n1-c1cccnc1	0.0	1.1	-0.2	0.7	-7.2	-21.1	2.4	-5.2	1.2	-6.5	-9.1
O=C(c1ccco1)N1CCN(C(=O)C2CCCN(S(=O)(=O)Cc3ccccc3)C2)CC1 (stereo not drawn)	-1.7	-0.1	-0.9	-2.8	3.6	194.9	3.3	0.3	3.1	0.9	-3.4
CC1(C)OC(=O)C(=CSc2ccc(C(C)(C)C)cc2)C(=O)O1	-0.4	3.8	1.5	-23.5	-1.2	-13.2	4.4	0.0	2.1	-5.2	-5.8
COc1ccc(C2=NOC(Cn3nc(C(=O)NCc4ccco4)cc3-c3ccccc3)C2)cc1 (stereo not drawn)	0.8	3.1	-0.2	-4.6	-0.2	-23.2	5.4	-0.6	-0.6	-13.2	0.0
CSc1ccccc1NC(=O)CN1CCCCC1C (stereo not drawn)	0.4	-0.3	-0.2	-5.5	-0.7	-10.3	4.2	-1.3	2.1	-7.7	4.1
CC(C)SCC(=O)Nc1ncc2c(n1)-c1ccccc1CC2	-11.2	0.3	-1.4	0.3	-1.9	16.7	6.0	-4.8	-0.1	-6.2	-3.4
CCCC(=O)N(Cc1cc2cc(C)ccc2[nH]c1=O)c1ccccc1OC	0.4	-0.2	1.3	-30.2	2.6	-4.8	2.5	0.0	0.5	-2.4	2.3
CCOC(=O)c1c(NC(=O)c2cc(-c3ccc(Cl)s3)nc3ccccc23)sc(C(N)=O)c1C	-10.8	2.3	-0.8	1.5	2.5	-4.2	1.3	-0.2	-2.0	-6.1	-12.5
CC(=O)Nc1ccc(S(=O)(=O)N2CCN(S(=O)(=O)N3CCCCCC3)CC2)cc1	4.7	1.6	-2.1	-0.3	-1.4	0.3	0.7	0.9	0.1	-8.7	-13.4
COc1ccc(C(=O)COC(=O)CCN=C2NS(=O)(=O)c3ccccc32)cc1OC	-6.6	-1.0	-0.5	-1.6	0.4	-10.4	2.7	0.2	-1.9	-3.1	-2.1
COC(=O)C(CCCCNC(=O)OCc1ccccc1)NC(=O)CN (stereo not drawn)	-9.7	2.6	-0.5	-5.1	-2.8	0.3	2.0	-2.4	-3.4	-13.8	8.3
Cc1cccc(C)c1NC(=O)CN1CCN(CC(=O)c2cc(C)n(C3CC3)c2C)CC1	3.4	2.4	-1.9	17.5	-1.6	11.3	2.6	0.9	-7.1	-15.4	11.7
COc1ccc(NC(=O)c2ccc3c(=O)n(Cc4ccco4)c(=S)[nH]c3c2)c(OC)c1	-5.6	-0.4	1.1	-44.9	-1.5	-21.3	0.0	-1.3	-0.6	-1.3	-0.6
CCOc1ccc(-n2c(C)cc(/C=N\NC(=O)CC(=O)NC3CCCCC3)c2C)cc1	-7.1	0.2	-1.7	27.1	-1.9	9.0	-0.1	1.3	-0.6	-8.1	5.2
Cc1ccc(OCCN(C)C(=O)C2CCC(=O)N(CC3CCCCC3)C2)cc1 (stereo not drawn)	0.5	2.6	0.8	-26.7	-4.1	4.9	-2.1	2.6	-3.5	-3.6	7.0
CN(CC(=O)Nc1ccc(N2CCOCC2)cc1)C(=O)c1cn(-c2ccccc2)nc1-c1ccccc1	-9.6	0.7	2.4	7.9	-0.8	149.8	2.0	-0.8	1.4	-9.1	-4.2
Cc1onc(-c2ccccc2)c1C(=O)NCC(=O)Nc1cc(Cl)ccc1Cl	-4.9	-1.7	-1.5	3.6	-0.9	-4.9	-0.4	-0.5	-1.5	3.4	1.5
O=[N+]([O-])c1ccc(Cl)c(CN2CCSCC2)c1	1.9	0.9	0.8	5.7	-5.2	-3.6	2.4	-1.0	-2.2	7.0	2.6
CCN(CC)C(=O)Cn1cc(/C=C(\C#N)C(=O)NC2CC2)c2ccccc21	-8.0	2.3	0.1	1.2	-2.2	-9.7	0.6	1.6	-0.3	-16.0	0.4

Some values from the entries so far:
E coli growth with Cc1onc(-c2ccccc2)c1C(=O)NCC(=O)Nc1cc(Cl)ccc1Cl stands at -1.5
HTR5A ag ctr with CN(CC(=O)Nc1ccc(N2CCOCC2)cc1)C(=O)c1cn(-c2ccccc2)nc1-c1ccccc1 stands at 1.4
SUMO Mot1 rescue with COC(=O)C(CCCCNC(=O)OCc1ccccc1)NC(=O)CN (stereo not drawn) stands at 0.3
HTR5A inv ctr with COc1ccc(C(=O)COC(=O)CCN=C2NS(=O)(=O)c3ccccc32)cc1OC stands at -1.6

2 compounds from above with just HTR5A ag ctr:
SMILES	HTR5A ag ctr
CCOc1ccc(-n2c(C)cc(/C=N\NC(=O)CC(=O)NC3CCCCC3)c2C)cc1	-0.6
COC(=O)C(CCCCNC(=O)OCc1ccccc1)NC(=O)CN (stereo not drawn)	-3.4

Further entries:
SMILES	PKA-R2B act	AddAB inh	E coli growth	HTR5A inv ctr	DAGLB inhibitor	SUMO Mot1 rescue	phage Ecoli inh	CDK5 p35 inh	HTR5A ag ctr	PKA-R1A act	Tat transport
CC(=O)c1cccc(NC(=O)CCCCCn2nnc3ccccc3c2=O)c1	-2.2	.	.	-3.9	-2.9	6.2	0.7	1.2	1.1	12.0	-6.6
COc1ccc([C@H]2CC(=O)C=C(c3ccc(OC)c(F)c3)C2)cc1	-9.5	.	.	1.4	-8.8	-11.1	4.0	0.6	-0.6	-18.8	5.9
O=C(NCc1ccccc1)C(=O)NCC(c1ccco1)N1CCN(c2ccccc2F)CC1 (stereo not drawn)	-5.4	0.1	-1.7	7.2	-3.7	2.8	0.8	0.6	-1.4	0.2	-4.9
COc1ccc(NC(=O)N2CCC(c3nc(-c4cccs4)no3)CC2)cc1	-3.6	-1.4	0.2	-3.4	-3.1	-2.2	4.5	0.2	3.2	5.0	4.0
CC(=O)Nc1ccc([N+](=O)[O-])c(CS(=O)(=O)c2ccc(C)cc2)c1[N+](=O)[O-]	1.9	4.4	-0.9	-7.3	-0.7	-10.8	1.4	-0.2	2.7	7.7	3.4
CCc1ccc(NC(=O)c2ccc(C3SCC(=O)N3CCc3ccccc3)cc2)cc1 (stereo not drawn)	-3.4	2.0	-0.8	-12.6	3.1	30.8	1.2	-0.4	1.7	2.2	11.4
COc1ccccc1CCNC(=O)c1cnccn1	7.7	0.3	-0.1	-10.0	-1.1	.	2.4	1.1	2.0	-5.6	-4.7
CCOC(=O)c1c(C)noc1-c1ccco1	.	0.1	-0.4	.	.	-25.5	3.6	-0.8	.	.	7.3
COc1cccc(-c2cc3nc(-c4ccccc4)cc(=O)n3[nH]2)c1	-13.0	-4.8	-6.9	-8.7	2.7	-22.2	-1.8	1.0	2.2	6.6	-0.1
CCCN(CCC)S(=O)(=O)c1ccc(C(=O)N2CCC(=O)c3ccccc32)cc1	-6.7	2.6	0.0	-3.1	-1.5	486.9	1.7	-1.0	1.3	-6.0	2.5
O=C(Cn1cc([N+](=O)[O-])cn1)Nc1ccccn1	-3.2	3.4	-0.9	-9.2	-1.3	2.6	-0.3	-0.1	3.5	-1.2	1.1
O=C(CCCn1c(=O)oc2ccccc21)N1CCN(c2ccccn2)CC1	-0.9	2.8	-1.1	2.8	-0.8	23.0	-1.0	3.2	-1.1	-13.4	5.0
CCc1cccc2c(=O)c(C(=O)NCCN3CCOCC3)c[nH]c12	-0.9	0.8	-0.6	11.6	-0.8	-17.2	5.0	1.4	1.9	-6.2	0.9
CCOc1ccccc1C(=O)NC(C(=O)Nc1cccc(S(N)(=O)=O)c1)C(C)C (stereo not drawn)	-4.2	-0.9	-2.2	-4.6	0.8	4.6	1.1	-0.8	1.8	-3.4	0.4
CCC(=O)N1CCN(c2ccccc2NC(=O)c2ccc(OC)c(Cl)c2)CC1	1.1	1.1	-2.4	3.7	-2.9	-24.9	-0.3	0.5	-1.4	0.2	-4.4
COc1ccc(N(C)C(=O)Cn2c(=O)oc3ccccc32)c(OC)c1	-2.6	0.2	-0.2	-12.4	0.1	2.8	1.4	0.6	3.5	5.1	0.9
CC1CCN(C(=O)c2[nH]cnc2C(=O)NCCCCCNC(=O)OC(C)(C)C)CC1	6.1	-0.6	-0.2	-10.4	0.4	-10.6	3.5	-2.3	0.8	17.6	15.3
COc1ccc(-c2cc(C)no2)cc1S(=O)(=O)N(C)c1ccc(C)cc1	2.8	0.6	1.3	-13.9	-2.7	-16.7	-1.8	.	1.2	-9.0	1.2
O=C(NCc1ccccc1)/C(=C/c1ccccc1)NC(=O)c1ccco1	-0.1	2.8	0.6	3.5	-0.9	6.9	-1.2	-2.2	-1.2	0.1	0.1
CCOc1ccccc1NC(=O)Nc1ccncc1	6.6	-0.2	5.6	-6.0	0.1	-7.0	2.4	-0.4	-1.0	10.5	3.7

Source: PubChem BioAssay
